GLA spleen mod = inhibitors or activators of human alpha-galactosidase in spleen homogenate | P06280 | 0.008% of 240,000 active | AID 2107 | human spleen homogenate, 4MU-alpha-Gal fluorescence, 40 min | Potency, µM (top dose mostly 80 µM), inactives show at the highest dose activity change, negative = inhibition, actives largely listed as inhibitors;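 note: potency is the fitted concentration of half-maximal effect; 0% = enzyme with vehicle and -100% = no enzyme basal signal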
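Fluorogenic readout (Ex 365/Em 440 nm) of 4-methylumbelliferone released from 1 mM 4-MU-alpha-galactoside by spleen homogenate, 40 min at 37C, pH 5.0. Data normalized to no-enzyme and enzyme controls; Hill-equation AC50 from compound titrations.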
Tau fibril FP = blocks human tau fibril formation measured by polarization. Potency, µM (titrated, usually from 57.7 µM), without a hit: top-dose activity, negative = inhibition, hits mostly inhibitors. AID 1468. K18 P301L tau heparin fibrillization, Alexa594 FP, 6 h. 0.39% of 280,000 active; note: potency is the fitted concentration of half-maximal effect; % is set by controls: 0 for no effect and ±100 for the full control effect; nearly all actives have a fitted effect of over 55% in size
Target sequence (P10636 561-689 P618L limits assumed): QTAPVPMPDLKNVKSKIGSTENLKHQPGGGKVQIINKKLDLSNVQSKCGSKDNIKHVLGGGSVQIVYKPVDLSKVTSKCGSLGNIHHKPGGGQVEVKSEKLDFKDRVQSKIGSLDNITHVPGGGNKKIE
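Human tau K18 […] P301L fragment, 15 uM unlabeled plus 0.24 uM Alexa 594-labeled tau (final), with compound and 20 uM heparin in 100 mM sodium acetate pH 7; 6 hr at 37 C, then Alexa 594 FP read.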
Tau fluor counter = counter-screen for tau fibril formation inhibitors; tau K18 P301L Alexa594 fluorescence, heparin fibrillization; Potency, µM (series often up to 57.7 µM), for the others: at the top dose activity change, negative = decrease; 0.93% of 280,000 active; AID 1463; note: potency is the fitted concentration of half-maximal effect; % is set by controls: 0 for no effect and ±100 for the full control effect; nearly all actives have a fitted effect of over 55% in size
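Human tau K18 P301L (15 uM unlabeled, 0.24 uM Alexa 594-labeled) in 100 mM sodium acetate pH 7 with 20 uM heparin, 6 hr at 37 C. ThT 30 uM added, 1 hr ambient; Alexa 594 FP and total fluorescence read at 555/632 nm.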
Epigenetic derep = derepresses silenced GFP reporter in murine cells. murine LDR cells, GFP reporter derepression, 30 h. Potency, µM (doses to about 53.9 µM), without a hit: at the top dose GFP activation, usual class: activators. 0.2% of 280,000 active. AID 1865; note: potency is the fitted concentration of half-maximal effect; % of control where 0% means no effect; nearly all actives have a fitted effect of over 60% in size
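GFP-positive cell count by laser-scanning cytometry (objects 20–120 um) after 30 h, 37 C compound exposure of murine LDR cells; reporter is CMV-GFP integrated at a silenced locus, inducible by HDAC or DNMT inhibitors.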
NPSR antagonist = blocks cAMP signaling of the human neuropeptide S receptor | Potency, µM (doses to about 38.3 µM), without a hit: top-dose activity change, negative = inhibition, usual class: inhibitors | 1% of 220,000 active | CHO-NPSR cells, cAMP TR-FRET, antagonist mode | Q6W5P4 | AID 1461; note: potency is the fitted concentration of half-maximal effect; % is set by controls: 0 for no effect and ±100 for the full control effect; nearly all actives have a fitted effect of over 50% in size; many of its hits are not listed in these tables
Target sequence (Q6W5P4 whole entry, looked up): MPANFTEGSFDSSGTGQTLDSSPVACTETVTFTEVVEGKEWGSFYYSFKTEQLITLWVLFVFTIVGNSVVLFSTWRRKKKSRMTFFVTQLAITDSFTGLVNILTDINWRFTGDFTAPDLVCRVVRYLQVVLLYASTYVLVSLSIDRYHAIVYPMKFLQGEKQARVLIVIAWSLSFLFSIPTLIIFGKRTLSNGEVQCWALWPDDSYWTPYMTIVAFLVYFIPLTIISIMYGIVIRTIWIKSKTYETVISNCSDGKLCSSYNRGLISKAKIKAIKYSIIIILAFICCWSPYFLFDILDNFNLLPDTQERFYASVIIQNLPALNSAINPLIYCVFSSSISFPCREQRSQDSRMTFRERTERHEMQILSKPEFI
TRb SRC2 PPI = inhibitors of human thyroid hormone receptor beta-SRC2 interaction; P10828; AID 1469; 0.065% of 280,000 active; Potency, µM (highest dose often 106 µM), for the others: at the highest dose activity change, negative = inhibition, most hits filed as inhibitors; TRbeta-SRC2 peptide binding, fluorescence polarization; receptor liganded with 1 µM T3;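 note: potency is the fitted concentration of half-maximal effect; plate controls were bound peptide for no effect and peptide without receptor for full effect; nearly all actives have a fitted effect of over 50% in size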
Target sequence (P10828 whole entry, looked up): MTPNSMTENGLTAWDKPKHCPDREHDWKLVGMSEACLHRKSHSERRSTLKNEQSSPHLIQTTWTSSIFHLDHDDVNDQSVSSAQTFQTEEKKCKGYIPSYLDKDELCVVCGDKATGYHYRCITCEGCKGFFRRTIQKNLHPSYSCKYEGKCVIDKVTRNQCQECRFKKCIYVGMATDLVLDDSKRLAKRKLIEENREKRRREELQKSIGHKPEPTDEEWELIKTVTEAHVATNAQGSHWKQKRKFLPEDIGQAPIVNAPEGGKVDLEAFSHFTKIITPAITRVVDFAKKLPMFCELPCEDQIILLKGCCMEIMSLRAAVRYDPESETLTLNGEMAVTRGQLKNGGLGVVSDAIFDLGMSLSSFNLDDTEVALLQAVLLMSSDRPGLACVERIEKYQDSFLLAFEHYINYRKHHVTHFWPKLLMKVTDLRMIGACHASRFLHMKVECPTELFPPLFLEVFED
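Fluorescence polarization of 20 nM Texas Red SRC2 peptide (20-aa NR interaction domain) bound to 0.6 uM human TRb ligand-binding domain, with 1 uM T3, after 5 hr at ambient temperature; inhibition seen as decreased polarization.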
TexasRed fluor = Texas Red fluorescence interference in TRb-SRC2 counter-screen. TRb/SRC2 Texas Red total fluorescence interference. 0.29% of 280,000 active. Potency, µM (doses to about 106 µM), without a hit: at the top dose fluorescence change, negative = quenching; active = well fitted curve in either direction with a large enough effect; inconclusive = small, poorly fitted or top-dose-only effect; note: potency is the fitted concentration of half-maximal effect; % is set by controls: 0 for no effect and ±100 for the full control effect
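Human TRb ligand-binding domain at 0.6 uM with 20 nM Texas Red SRC2 peptide in Tris buffer containing 1 uM T3 and 5% DMSO, incubated with compound 5 h at ambient temperature. Total fluorescence (555/632 nm) calculated as parallel + 2 × perpendicular.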
CBFb-RUNX1 inh = blocks binding between human CBF-beta and RUNX1 | Potency, µM (highest dose often 59.8 µM), for the others: top-dose activity, negative = inhibition, actives largely listed as inhibitors | Q01196+Q13951 | AID 1477 | 230,000 tested, under 10 active | AlphaScreen CBFb-His/RUNX1-biotin binding, biochemical; note: % of control where 0% means no effect
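CBF-beta (His) and RUNX1 (biotin), 30 nM each; 20 min preassociation; + compound, 15 min; + beads 50 ng each (Ni, streptavidin), 90 min; RT; AlphaScreen read.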
Active calls of the source: *; ? = inconclusive; . = not tested or not shown; & = joins results of further samples; [ ] = another dose, or the depositor's remark. Unless noted, calls come from the whole dose curve; as a rule, active = well fitted curve in the direction sought with a large enough effect; inconclusive = small, poorly fitted or top-dose-only effect, or another doubt; inactive = no such curve, though single readings can be large; an effect the other way counts as inactive or inconclusive.

1	Cc1ccc(-n2cc(CNC(C)c3cnn(C)c3)c(-c3ccc(F)cc3)n2)cc1 (stereo not given)
2	Cc1sc(N2C(=O)C3C4C=CC(C4)C3C2=O)c(C#N)c1C (stereo not given)
3	CCOC(=O)c1cc(-c2ccc(F)cc2)n(CCC(=O)NC2CCCCC2)c1C
4	CCOCCCNCc1ccc(OCc2ccccc2Cl)cc1
5	CC(=O)N/C(N)=N/c1nc2cc(C)ccc2o1
6	Cc1ccc(N(CC(O)CN2CCCCC2)S(=O)(=O)c2ccccc2[N+](=O)[O-])cc1 (stereo not given)
7	Cc1ccc2[nH]c3c(=O)n(CCC4=CCCCC4)cnc3c2c1
8	CCOC(=O)NC(=O)c1cn(Nc2ccccc2)c(=O)[nH]c1=O

assay / compound | 1 | 2 | 3 | 4 | 5 | 6 | 7 | 8
GLA spleen mod | 3% | -3% | . | -7% | 4% | 5% | 14% | 2%
Tau fibril FP | -2% | -21% | ? | 4% | -13% | 2% | 1% | 0%
Tau fluor counter | -8% | -10% | -15% | -7% | -14% | -10% | -5% | 1%
Epigenetic derep | 4.4% | -0.9% | -0.2% | -1.9% | 0.9% | -1.0% | -1.4% | 1.1%
NPSR antagonist | -7% | 9% | . | 8% | 16% | -14% | -3%[46.1 µM] | 2%
TRb SRC2 PPI | 3% | 10% | 8% | -11% | 1% | 0% | -9% | 1%
TexasRed fluor | -2% | -1% | -4% | -3% | -2% | -3% | -3% | 0%
CBFb-RUNX1 inh | 1% | 2% | . | 18% | 2% | 1% | 4% | 5%

A different layout for some results above.
no. | structure | GLA spleen mod | Tau fibril FP | Tau fluor counter | Epigenetic derep | NPSR antagonist | TRb SRC2 PPI | TexasRed fluor | CBFb-RUNX1 inh
4 | CCOCCCNCc1ccc(OCc2ccccc2Cl)cc1 | -7% | 4% | -7% | -1.9% | 8% | -11% | -3% | 18%
6 | Cc1ccc(N(CC(O)CN2CCCCC2)S(=O)(=O)c2ccccc2[N+](=O)[O-])cc1 (stereo not given) | 5% | 2% | -10% | -1.0% | -14% | 0% | -3% | 1%
3 | CCOC(=O)c1cc(-c2ccc(F)cc2)n(CCC(=O)NC2CCCCC2)c1C | . | ? | -15% | -0.2% | . | 8% | -4% | .
2 | Cc1sc(N2C(=O)C3C4C=CC(C4)C3C2=O)c(C#N)c1C (stereo not given) | -3% | -21% | -10% | -0.9% | 9% | 10% | -1% | 2%
8 | CCOC(=O)NC(=O)c1cn(Nc2ccccc2)c(=O)[nH]c1=O | 2% | 0% | 1% | 1.1% | 2% | 1% | 0% | 5%
5 | CC(=O)N/C(N)=N/c1nc2cc(C)ccc2o1 | 4% | -13% | -14% | 0.9% | 16% | 1% | -2% | 2%
1 | Cc1ccc(-n2cc(CNC(C)c3cnn(C)c3)c(-c3ccc(F)cc3)n2)cc1 (stereo not given) | 3% | -2% | -8% | 4.4% | -7% | 3% | -2% | 1%

(cont.)
9	O=C(NC1CC(=O)N(c2ccc(F)cc2)C1)C1CCCC1 (stereo not given)
10	Cn1ncc([N+](=O)[O-])c1C(=O)Nc1nccs1
11	CN(C)CCN(C)Cc1ccc2c(c1)Cc1ccccc1-2
12	CN(C)C(=O)C1CCC(=O)N1Cc1cccs1 (stereo not given)
13	CCOC(=O)N1CCN(Cc2nc3cc(NC(=O)CC)ccc3n2C(C)C)CC1
14	O=C(NNS(=O)(=O)c1ccc(Cl)cc1)c1cccc(S(=O)(=O)N2CCOCC2)c1
15	COc1cc(OC)cc(C(=O)NCC(=O)N2CCCCC2)c1
16	Cc1ccc(NS(=O)(=O)c2ccc(C(=O)OCC(=O)Nc3cc(C)on3)cc2)cc1

assay / compound | 9 | 10 | 11 | 12 | 13 | 14 | 15 | 16
GLA spleen mod | . | 1% | 1% | -3% | . | 4% | 1% | 7%
Tau fibril FP | -10% | 8% | 7% | 2% | 1% | -2% | -5% | ?
Tau fluor counter | -6% | 5% | 6% | -3% | -9% | -11% | -4% | -23%
Epigenetic derep | -0.2% | -1.3% | -9.0% | 0.0% | 3.6% | 1.1% | -3.4% | -0.1%
NPSR antagonist | . | 13% | ? | 22% | . | -6% | 7%[46.1 µM] | -8%
TRb SRC2 PPI | 5% | -6%[53 µM] | 8% | -3% | -6% | 3% | 4% | 2%
TexasRed fluor | -1% | 0%[53 µM] | -2% | -10% | 3% | -6% | 0% | -1%
CBFb-RUNX1 inh | . | 2% | 1% | 7% | . | 13% | 3% | 0%

17	Cc1ccc(-c2nnc(C)c(N3CC(C)OC(C)C3)n2)cc1 (stereo not given)
18	CCOc1ccc(S(=O)(=O)NCCc2sc(-c3ccc(C)cc3)nc2C)cc1
19	CC1(C(=O)NC2CCCC2)CCC(=O)N1Cc1ccccc1 (stereo not given)
20	Cc1ccc(C)c2[nH]c(=O)c(CN(CCN3CCOCC3)Cc3nnnn3CC3CCCO3)cc12 (stereo not given)
21	O=c1[nH]c2ccccc2nc1N1CCOCC1
22	CCCOC(=O)/C(C(N)=NCc1ccccc1)=C(\O)OCCC
23	O=C(CC(NS(=O)(=O)c1ccc(Cl)cc1)c1ccco1)NC1CCCC1 (stereo not given)
24	CC(C(=O)NCC1CCCO1)N1C(=O)C2C3CC(C(Br)C3Br)C2C1=O (stereo not given)

assay / compound | 17 | 18 | 19 | 20 | 21 | 22 | 23 | 24
GLA spleen mod | 1% | . | 7% | 6% | -5% | -10% | 5% | 0%
Tau fibril FP | -3% | 0% | 2% | -1% | 4% | -5% | -5% | 3%
Tau fluor counter | -1% | -26% | 0% | 0% | 2% | -22% | 5% | 18%
Epigenetic derep | 4.1% | 1.4% | -1.0% | -0.8% | -1.7% | -1.2% | 0.9% | 0.1%
NPSR antagonist | -6%[46.1 µM] | . | 2%[46.1 µM] | 5%[46.1 µM] | -8%[46.1 µM] | 5%[46.1 µM] | -11%[46.1 µM] | 14%
TRb SRC2 PPI | 1% | -4% | 3% | 2% | -3% | -9% | 0% | -4%
TexasRed fluor | -2% | -1% | 0% | -3% | -6% | -3% | -6% | -1%
CBFb-RUNX1 inh | -1% | . | 0% | 2% | -2% | 18% | 3% | 7%

25	CCn1cc(C(C)(C)C)c(C#N)c1NC(C)=O
26	CNc1cc(NS(=O)(=O)c2ccc(N)cc2)nc(NC)n1
27	CCN1CCN(C(=O)c2ccccc2Nc2ccc(SC(F)F)cc2)CC1
28	Cc1ccc(NC(=O)c2ccco2)c(NC(=O)C2CCCO2)c1 (stereo not given)
29	O=C(O)c1n[nH]c2ccccc12
30	CCCCCC(=O)N1CCN(c2ccc(C(C)=O)cc2F)CC1
31	C/C(CCN1CCc2nc(-c3ccccc3)c(-c3ccccc3)cc2C1)=N\O[C@@H](C)CN1CCCCc2nc(C)c(C)cc21
32	COC(=O)c1cccc(COC(=O)c2ccc(CS(=O)(=O)c3ccc(C)cc3)cc2)c1

assay / compound | 25 | 26 | 27 | 28 | 29 | 30 | 31 | 32
GLA spleen mod | 10% | -7%&-3% | -3% | -4% | 1% | 7% | 1%[17.5 µM] | 5%
Tau fibril FP | -7% | 2%&5% | -4% | -2% | 7% | -3% | -1%[11.6 µM] | -2%
Tau fluor counter | -2% | ? | -11% | -1% | 0% | -11% | -1%[11.6 µM] | -20%
Epigenetic derep | 0.0% | -0.2%&2.1% | -1.5% | -0.1% | -0.9% | -1.0% | 2.3%[10.1 µM] | -0.9%
NPSR antagonist | -1%[46.1 µM] | ? | -7% | 10% | -17%[46.1 µM] | -11% | . | -19%[46.1 µM]
TRb SRC2 PPI | 2% | -1%&2% | -3% | 1% | 0% | -2% | 2%[11.2 µM] | -3%
TexasRed fluor | -1% | -31%&-1% | -4% | -4% | -1% | 0% | 0%[11.2 µM] | 0%
CBFb-RUNX1 inh | 1% | 13%&4% | 1% | 5% | 0% | 10% | 10%[13.1 µM] | 5%

33	CCCCC#CC1C=CC(OC(C)=O)C(COC(C)=O)O1 (stereo not given)
34	Cc1ccc(Cn2ccc(NC(=O)c3nn(C)cc3[N+](=O)[O-])n2)cc1
35	O=C(CCSc1nc(-c2ccco2)cc(C(F)(F)F)n1)N1CCN(c2ccccn2)CC1
36	COc1ccc(-c2ccc(CCC(=O)O)n2NC(=O)c2ccc(O)cc2)cc1
37	CCCCCCCCCOC(=O)C[n+]1csc(CCO)c1C
38	CC(=O)N1CCc2cc(CNS(=O)(=O)c3ccc(Cl)s3)ccc21
39	Cc1ccsc1C(=O)OCC(=O)c1cc(C)n(CC2CCCO2)c1C (stereo not given)
40	CC1=NN(C(=O)CCc2ccc3c(c2)OCO3)C(O)(C(F)(F)F)C1 (stereo not given)
41	O=C(Nc1cccc2ccccc12)c1ccc(OC(=S)N2CCOCC2)cc1
42	NN/C(=C\[N+](=O)[O-])Nc1ccccc1

assay / compound | 33 | 34 | 35 | 36 | 37 | 38 | 39 | 40 | 41 | 42
GLA spleen mod | 3%[17.5 µM] | -6% | 0% | 2% | -4% | . | -3% | 4% | -8% | -1%
Tau fibril FP | ? | 12% | 0% | -1% | 2% | -1% | 5% | 3% | ? | 1%
Tau fluor counter | -8%[11.6 µM] | -4% | -14% | -1% | 0% | -2% | -9% | -1% | ? | ?
Epigenetic derep | 3.2%[10.1 µM] | 1.1% | -2.1% | 0.5% | -3.4% | 1.0% | 1.1% | -4.8% | -0.1% | -6.7%
NPSR antagonist | . | 5% | -19%[46.1 µM] | -17% | -1%[46.1 µM] | . | -12%[46.1 µM] | 5% | -20%[46.1 µM] | -4%
TRb SRC2 PPI | 0%[11.2 µM] | -1% | -20% | -7% | 6% | -3% | 0% | 9% | -4% | 2%
TexasRed fluor | ? | -2% | -2% | -5% | -4% | 0% | -6% | -2% | -4% | 0%
CBFb-RUNX1 inh | 18%[13.1 µM] | 7% | -2% | 7% | 8% | . | -4% | 7% | -1% | -16%

Some of the compounds tested. The share of hits here may be higher or lower than overall.
